# IDE exosite FP: insulin-degrading enzyme (human) exo-site inhibition. z-score at 20 µM. P14735. purified IDE, FL-6b probe fluorescence polarization; active compounds read low. actives 6.3% (n = 17,000). AID 1259349;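 active = z-score of -3 or lower, meaning strong loss of probe binding signal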;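 also: His-tagged human IDE residues 42-1019 made in E. coli with 30 nM FL-6b probe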
# Target sequence (P14735 42-1019 limits assumed): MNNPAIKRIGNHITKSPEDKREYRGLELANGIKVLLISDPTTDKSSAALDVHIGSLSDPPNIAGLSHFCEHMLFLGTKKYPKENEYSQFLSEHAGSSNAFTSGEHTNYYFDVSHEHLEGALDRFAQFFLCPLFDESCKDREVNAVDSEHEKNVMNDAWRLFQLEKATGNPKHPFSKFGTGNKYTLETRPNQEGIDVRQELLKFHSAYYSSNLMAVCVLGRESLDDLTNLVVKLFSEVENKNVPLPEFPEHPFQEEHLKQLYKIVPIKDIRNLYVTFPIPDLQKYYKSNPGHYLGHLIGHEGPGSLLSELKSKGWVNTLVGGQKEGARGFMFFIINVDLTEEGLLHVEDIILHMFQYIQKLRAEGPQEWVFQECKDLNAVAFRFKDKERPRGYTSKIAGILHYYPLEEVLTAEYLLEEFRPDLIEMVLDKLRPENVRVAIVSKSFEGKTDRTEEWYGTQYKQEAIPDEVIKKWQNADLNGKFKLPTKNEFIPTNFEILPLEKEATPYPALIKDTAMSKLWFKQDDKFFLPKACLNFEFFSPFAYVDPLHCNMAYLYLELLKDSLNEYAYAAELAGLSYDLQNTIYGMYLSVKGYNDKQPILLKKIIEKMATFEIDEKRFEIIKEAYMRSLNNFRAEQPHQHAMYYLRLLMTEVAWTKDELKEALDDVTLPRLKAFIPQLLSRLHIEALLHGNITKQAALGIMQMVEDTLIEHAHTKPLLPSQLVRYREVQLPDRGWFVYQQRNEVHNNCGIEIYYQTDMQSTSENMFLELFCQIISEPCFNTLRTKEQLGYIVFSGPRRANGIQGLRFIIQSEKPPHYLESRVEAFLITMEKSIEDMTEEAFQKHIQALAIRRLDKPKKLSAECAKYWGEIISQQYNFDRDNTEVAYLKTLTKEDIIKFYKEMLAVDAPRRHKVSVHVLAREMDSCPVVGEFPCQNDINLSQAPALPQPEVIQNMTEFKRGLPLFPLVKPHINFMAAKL
# * marks the source's active call; other numbers are inactive results; & = joins results of further samples.
IDE exosite FP,structure
0.059,C[C@@H]1CCCCO[C@H](CN(C)S(C)(=O)=O)[C@@H](C)CN([C@@H](C)CO)C(=O)c2cc(NC(=O)NC3CCCCC3)ccc2O1
-0.21&-0.44,Cc1ccc(S(=O)(=O)N2[C@@H]3CNC[C@H]2C3c2ccc(/C=C/c3ccccc3)cc2)cc1 (some centres not stated)
2.2,CC1C=NC(S(=O)(=O)N2CC[C@@H]3[C@@H](CO)N(C)c4ccc(C5=CCCCC5)cc4[C@@H]32)=N1 (some centres not stated)
-0.38,COc1cccc(CNC(=O)C[C@@H]2CC[C@H]3[C@H](COc4ccc(NC(=O)c5cccs5)cc4C(=O)N3C)O2)c1
0.66,C[C@H]1CN([C@@H](C)CO)C(=O)c2cc(NC(=O)C3CC3)ccc2O[C@@H]1CN(C)S(=O)(=O)c1ccccc1
0.17,C[C@@H]1CN([C@H](C)CO)C(=O)c2cc(N(C)C)ccc2O[C@@H](C)CCCCO[C@@H]1CN(C)Cc1ccc(C(=O)O)cc1
1.8,O=C(c1ccncc1)N1CC(=O)N2[C@@H](CO)[C@@H](c3ccc(-c4cccnc4)cc3)[C@@H]2C1
-1.7,C[C@H](CO)N1C[C@H](C)[C@H](CN(C)C(=O)Nc2ccc(-c3ccccc3)cc2)OCc2ccccc2-c2ccccc2C1=O
0.14,CN(C)CC(=O)N1[C@H](CO)[C@H](c2ccccc2)C12CN(CCC(F)(F)F)C2
-8*,CO[C@@H]1CN(C)C(=O)c2cc(NC(=O)c3ccc(Oc4ccccc4)cc3)ccc2OC[C@H](C)NC[C@@H]1C
3.4,O=C1CN(S(=O)(=O)Cc2ccccc2)C[C@H]2[C@@H](c3ccc(C#CC4CC4)cc3)[C@@H](CO)N12
1.4,COc1ccc2c3c(n(C)c2c1)[C@@H](CO)N(C(=O)Nc1ccc(F)cc1)CC31CCN(Cc2ccccn2)CC1
1,CC=Cc1ccc2n(c1=O)C[C@@H]1[C@@H](CO)[C@H](C(=O)NCc3ccc4c(c3)OCO4)[C@H]2N1C(=O)COC (mixture of isomers)
1.6,O=C(C[C@@H]1CC[C@@H]2[C@H](COC[C@H](O)CN2C(=O)Cc2ccccc2)O1)NC1Cc2ccccc2C1
-0.55,O=C(C[C@@H]1CC[C@H]2[C@@H](COC[C@H](O)CN2C(=O)c2ccncc2)O1)Nc1ccc(-c2ccccc2)cc1
0.52,O=C(Cc1cccnc1)N1CC2(C1)[C@H](c1ccccc1)[C@@H](CO)N2C(=O)C1CCOCC1
0.079,COc1ccccc1-c1ccc([C@@H]2[C@@H](CO)N3CCCCN(C(=O)c4cccnc4)C[C@H]23)cc1
-0.54,COc1ccc(-c2ccccc2[C@@H]2[C@H](C#N)N(C(=O)c3cccnc3)[C@H]2CO)cc1
0.61,COc1ccc(S(=O)(=O)Nc2ccc3c(c2)C(=O)N([C@@H](C)CO)C[C@@H](C)[C@H](CN(C)Cc2ccc(C(F)(F)F)cc2)OCCCC[C@@H](C)O3)cc1
1.6,CO[C@H]1CN(C)C(=O)c2cc(NC(=O)C3CCCCC3)ccc2OC[C@@H](C)N(Cc2cccnc2)C[C@H]1C

# Gathered by group: the compounds so far with four or more nitrogen atoms.
IDE exosite FP,structure
0.059,C[C@@H]1CCCCO[C@H](CN(C)S(C)(=O)=O)[C@@H](C)CN([C@@H](C)CO)C(=O)c2cc(NC(=O)NC3CCCCC3)ccc2O1
2.2,CC1C=NC(S(=O)(=O)N2CC[C@@H]3[C@@H](CO)N(C)c4ccc(C5=CCCCC5)cc4[C@@H]32)=N1 (some centres not stated)
1.8,O=C(c1ccncc1)N1CC(=O)N2[C@@H](CO)[C@@H](c3ccc(-c4cccnc4)cc3)[C@@H]2C1
1.4,COc1ccc2c3c(n(C)c2c1)[C@@H](CO)N(C(=O)Nc1ccc(F)cc1)CC31CCN(Cc2ccccn2)CC1
1.6,CO[C@H]1CN(C)C(=O)c2cc(NC(=O)C3CCCCC3)ccc2OC[C@@H](C)N(Cc2cccnc2)C[C@H]1C

# New compounds follow
IDE exosite FP,structure
-0.3,C[C@H](CO)N1C[C@H](C)[C@H](CN(C)S(=O)(=O)c2cn(C)cn2)OCc2cnnn2CCCC1=O
0.064,COCC(=O)N1[C@H](C#N)[C@@H](c2ccccc2-c2cccc(C)c2)[C@@H]1CO
-1,CCC(=O)N1CC(=O)N2[C@H](C1)[C@@H](c1ccc(C#Cc3cccnc3)cc1)[C@@H]2CO
2.1,O=C(Nc1ccccc1F)N1CCCCN2[C@H](CO)[C@H](c3ccc(C4=CCCC4)cc3)[C@H]2C1
1.8,CN1C(=O)c2cc(NC(=O)Cc3cccs3)ccc2OC[C@H]2O[C@H](CC(=O)NCCc3ccncc3)CC[C@@H]21
0.033,CO[C@H](CN(C)S(=O)(=O)c1ccc(F)cc1)[C@H](C)CN(Cc1ccccc1Cl)[C@@H](C)CO
0.53,COc1cccc(S(=O)(=O)N2CCCCN3[C@H](CO)[C@H](c4ccc(-c5ccccc5)cc4)[C@@H]3C2)c1
-2.6,CCc1cnc(N2[C@H](C#N)[C@H](c3ccccc3)[C@H]2CO)s1
0.88,Cc1noc(C)c1NC(=O)N(C)C[C@@H]1OCCCC[C@H](C)Oc2ccc(NC(=O)Nc3ccc(C(F)(F)F)cc3)cc2C(=O)N([C@@H](C)CO)C[C@@H]1C
2.8,N#C[C@@H]1[C@H](c2ccccc2C2=CCCC2)[C@@H](CO)N1C(=O)C1CC1
-0.019,CCC(=O)N1[C@H](CO)[C@@H](c2ccccc2)[C@@H]1CN(CC)C(=O)c1ccccc1
0.18,CCN(C[C@H]1[C@H](c2ccccc2)[C@H](CO)N1C(C)=O)C(=O)NC1CCCC1
-2.8,CC(=O)NC[C@@H]1[C@@H](c2ccc(-c3ccccc3F)cc2)[C@H](CO)N1C(=O)C1CC1
-0.027,COc1cccc(-c2ccc3c(c2)[C@H]2[C@H](CCN2C(=O)c2ccccc2F)[C@H](CO)N3C)c1
-0.67,CO[C@@H]1CN(C)C(=O)c2ccc(NS(=O)(=O)CC(F)(F)F)cc2OC[C@@H](C)N(C(=O)NC(C)C)C[C@@H]1C
1&-1.6,O=C(C1CCC1)N1C[C@@H]2N[C@H](C1)C2c1ccc(-c2cccc(F)c2)cc1 (some centres not stated)
-8.5*,O=C(CC1CC1)N1CC(=O)N2[C@H](C1)[C@@H](c1ccc(C#Cc3ccccc3)cc1)[C@@H]2CO
0.66,COc1ccc(S(=O)(=O)Nc2ccc3c(c2)C(=O)N([C@H](C)CO)C[C@@H](C)[C@H](CN(C)C(=O)Nc2c(C)noc2C)OCCCC[C@@H](C)O3)cc1
1.7,c1ccc(CN2[C@@H]3CNC[C@H]2C3c2ccc(-c3cccnc3)cc2)nc1 (some centres not stated)
2.1,COc1ccc(-c2ccc(C3[C@@H]4CN(Cc5cc(OC)cc(OC)c5)C[C@H]3N4)cc2)cc1 (some centres not stated)
0.55,O=C(C1CCCCC1)N1CC2(C1)[C@@H](c1ccccc1)[C@@H](CO)N2CCC(F)(F)F
-1.7,CCCNC(=O)N1CCC2(CC1)CN(Cc1ccccn1)[C@H](CO)c1c2c2ccc(OC)cc2n1C
5.2,CC(=O)N1CC(=O)N2[C@H](C1)[C@@H](c1ccc(-c3ccc(C#N)cc3)cc1)[C@@H]2CO
2.5,COCC#Cc1ccc([C@@H]2[C@@H](CO)N3CCCCN(Cc4cncnc4)C[C@H]23)cc1
-1.1,C[C@H](CO)N1C[C@H](C)[C@@H](CN(C)C(=O)c2ccc3ccn(C)c3c2)OCc2cnnn2CCCC1=O
0.5,O=C(c1ccc(F)cc1)N1CC(=O)N2[C@H](CO)[C@H](c3ccc(C#Cc4ccc(F)cc4)cc3)[C@@H]2C1
-1.5,C[C@H](CO)N1C[C@H](C)[C@@H](CN(C)Cc2ccc(Oc3ccccc3)cc2)Oc2c(NC(=O)CCC(F)(F)F)cccc2C1=O
1.3,N#C[C@H]1[C@H](c2ccccc2-c2cccc(F)c2)[C@H](CO)N1C(=O)C1CCC1
-2.8,Cc1ccccc1-c1ccc([C@@H]2[C@H]3CN(C(=O)Nc4cccc(F)c4)CCCCN3[C@H]2CO)cc1
-0.51,O=C(C[C@H]1CC[C@H]2[C@@H](COC[C@@H](O)CN2Cc2ccc(F)cc2)O1)NCCc1ccccc1
1.2,CCCNC(=O)N1[C@@H](C#N)[C@H](c2ccccc2-c2ccccc2F)[C@@H]1CO
-0.41,CC(C)[C@H]1C(=O)N[C@H](c2cccc(Cl)c2)CC=CC[C@H](C)Oc2ccccc2C(=O)N1C (mixture of isomers)
-2.3&-2.2,COc1ccccc1-c1ccc(C2[C@H]3CNC[C@@H]2N3Cc2nccs2)cc1 (some centres not stated)
1.6,CO[C@@H](CN(C)Cc1cc(F)ccc1F)[C@H](C)CN([C@@H](C)CO)S(=O)(=O)c1ccc(C)cc1
0.76,COc1ccc2c3c([nH]c2c1)[C@@H](CO)N(C(C)=O)CC31CN(Cc2ccccc2Cl)C1
1.8,CCCC#Cc1ccc2c(c1)[C@@H]1[C@@H](CCN1C(=O)CC1CC1)[C@@H](CO)N2C
3.2,CCC(=O)N(C)C[C@H]1[C@H](c2ccccc2)[C@@H](CO)N1C(=O)Cc1ccncc1
0.48,O=C(c1cccc(F)c1)N1CCCCN2[C@H](C1)[C@H](c1ccc(/C=C/c3ccccc3)cc1)[C@@H]2CO
0.78,COc1ccc(-c2ccc([C@H]3[C@H](C#N)N[C@@H]3CO)cc2)cc1
3.2,N#C[C@H]1[C@@H](c2ccccc2C2=CCCC2)[C@@H](CO)N1C(=O)C1CC1

# Reformatted: 2 of the compounds above
Cc1ccccc1-c1ccc([C@@H]2[C@H]3CN(C(=O)Nc4cccc(F)c4)CCCCN3[C@H]2CO)cc1
- IDE exosite FP: -2.8

O=C(C[C@H]1CC[C@H]2[C@@H](COC[C@@H](O)CN2Cc2ccc(F)cc2)O1)NCCc1ccccc1
- IDE exosite FP: -0.51

# (more compounds)
IDE exosite FP,structure
0.14,O=C(NC[C@H]1[C@H](c2ccccc2)[C@@H](CO)N1Cc1cccnc1)c1ccccn1
2.8&1.1,Cc1ccc(-c2ccc(C3[C@H]4CNC[C@@H]3N4S(=O)(=O)c3ccccc3C)cc2)cc1 (some centres not stated)
2.3,CN(C)C(=O)C[C@@H]1C=C[C@@H](NC(=O)c2ccc(F)cc2)[C@H](CO)O1
0.81,CN(C)C(=O)[C@H]1[C@H](CO)[C@H]2Cn3c(cccc3=O)[C@@H]1N2CC1CCOCC1
2.4,CC(C)CC#Cc1ccc([C@H]2[C@H](CO)N3C(=O)CN(C(=O)CN4CCOCC4)C[C@@H]23)cc1
-1.3,O=C(Nc1ccc(F)cc1)N1CC(=O)N2[C@H](CO)[C@@H](c3ccc(-c4cccc(F)c4)cc3)[C@H]2C1
5.6,COc1ccc(C#Cc2ccc([C@@H]3[C@@H](CO)N4CCCCN(S(=O)(=O)c5ccccc5)C[C@H]34)cc2)cc1
-1.5,O=C(Nc1cc(F)ccc1F)N1CC(=O)N2[C@H](C1)[C@@H](c1ccc(/C=C/c3ccccc3)cc1)[C@@H]2CO
0.68,O=C(N[C@H]1C=C[C@@H](CC(=O)N2CCC(Cc3ccccc3)CC2)O[C@H]1CO)c1cnccn1
0.21,O=C(C[C@@H]1CC[C@@H]2[C@H](COC[C@@H](O)CN2Cc2cc(F)ccc2F)O1)NCc1ccc(Oc2ccccc2)cc1
1.8,Cc1noc(C)c1NC(=O)Nc1ccc2c(c1)C(=O)N([C@H](C)CO)C[C@@H](C)[C@@H](CN(C)Cc1ccc3c(c1)OCO3)OCCCC[C@@H](C)O2
4,CC(C)CC#Cc1ccc([C@@H]2[C@H]3CN(S(=O)(=O)c4ccccc4)CC(=O)N3[C@H]2CO)cc1
1.3,CO[C@@H]1CN(C)C(=O)c2cc(NC(=O)c3ccc4c(c3)OCO4)ccc2OC[C@H](C)N(CCC(F)(F)F)C[C@@H]1C
-5.6*,O=C(Cc1ccccn1)N1CC(=O)N2[C@@H](CO)[C@@H](c3ccc(-c4ccccc4)cc3)[C@@H]2C1
-0.0043,COc1ccc(CN(C)C[C@H]2Oc3ccc(NC(=O)Nc4ccc5c(c4)OCO5)cc3CC(=O)N([C@@H](C)CO)C[C@H]2C)cc1
-0.8,C/C=C/c1ccc([C@@H]2[C@@H](CO)N3CCCCN(CCC(F)(F)F)C[C@@H]23)cc1
0.61,C[C@@H]1CN([C@H](C)CO)S(=O)(=O)c2ccc(-c3ccncc3)cc2O[C@@H]1CN(C)S(C)(=O)=O
2.7,N#C[C@H]1[C@@H](c2ccc(C#CC3(O)CCCC3)cc2)[C@@H](CO)N1C(=O)C1CCCC1
0.32,OC[C@H]1[C@@H](c2ccccc2)C2(CN(Cc3cccnc3)C2)N1Cc1ccncc1
2,CN(C)C(=O)c1ccc(-c2ccc([C@@H]3[C@H]4CN(C(=O)C5CC5)CCCCN4[C@H]3CO)cc2)cc1
2.4,COc1ccccc1NC(=O)N1C[C@H]2[C@@H](c3ccccc31)[C@@H](CO)N2Cc1ccc2c(c1)OCO2
-0.72,COCC(=O)N1CCC2(CC1)CN(Cc1cc(F)ccc1F)[C@@H](CO)c1c2c2ccc(OC)cc2n1C
2.6,CNC[C@H]1OCCCC[C@@H](C)Oc2ccc(NC(=O)Nc3ccc(OC)cc3)cc2C(=O)N([C@H](C)CO)C[C@H]1C
-0.32,C[C@@H]1CN([C@H](C)CO)C(=O)c2cc(NS(=O)(=O)c3cn(C)cn3)ccc2O[C@@H](C)CCCCO[C@H]1CN(C)C(=O)Nc1ccc(C(F)(F)F)cc1
2.6,CCCNC(=O)N1[C@@H]2CN(C(=O)Nc3cccc(Cl)c3)c3ccccc3[C@@H]2[C@@H]1CO
-1.3,O=C(Nc1cc(F)ccc1F)N1CCCCN2[C@@H](CO)[C@@H](c3ccc(-c4ccccc4)cc3)[C@@H]2C1
-0.16,CO[C@@H]1CC[C@H]2CCN(C)C(=O)[C@H](C)N(C)C(=O)c3cccc(C#N)c3OC[C@H]1O2
0.8,O=C(C[C@@H]1CC[C@@H](NC(=O)Nc2ccc(C(F)(F)F)cc2)[C@H](CO)O1)NCc1cccc(F)c1
-1.1,O=C(Nc1cc(F)ccc1F)N1CC(=O)N2[C@@H](CO)[C@H](c3ccc(/C=C/c4ccccc4)cc3)[C@@H]2C1
2.9,O=C(C1CCCC1)N1CC(=O)N2[C@H](C1)[C@H](c1ccc(Br)cc1)[C@@H]2CO

# High-throughput results as filed in PubChem BioAssay.

# Some of the compounds tested; rates above refer to the full screens.
